Screening results: PubChem, several laboratories
14-3-3 Bad PPI = inhibitors of 14-3-3 zeta/Bad binding, primary screen, biochemical, TR-FRET, bovine 14-3-3 zeta | 14-3-3 protein zeta/delta (Bos taurus), P63103 | inhibition, % at 21.7 µM | TR-FRET 14-3-3zeta/Dy647-pBad peptide displacement, 1 h | actives 0.71% (n = 220,000);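 active = inhibition above about 70%, limit read from the data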;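 note: 0% = full 14-3-3 plus peptide FRET controls and 100% = background without 14-3-3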
Target sequence (P63103 whole entry, looked up): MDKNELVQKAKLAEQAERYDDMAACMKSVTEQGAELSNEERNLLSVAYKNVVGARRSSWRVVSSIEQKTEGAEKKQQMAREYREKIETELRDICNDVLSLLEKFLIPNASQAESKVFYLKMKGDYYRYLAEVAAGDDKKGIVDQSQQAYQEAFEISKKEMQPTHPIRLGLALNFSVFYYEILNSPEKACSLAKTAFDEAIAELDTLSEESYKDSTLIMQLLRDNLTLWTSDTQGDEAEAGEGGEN
Mdm2 ligase inh = MDM2-luciferase reporter signal enhancers, primary screen, MDM2 E3 ligase inhibitor project, cell-based, luminescence, 1536-well; cell-based MDM2 ubiquitination luciferase reporter, 2 h; 0 = plate control, 100 = twice control, blank-subtracted; E3 ubiquitin-protein ligase Mdm2 (Homo sapiens), Q00987; actives 0.11% (n = 210,000); signal enhancement, % at 5 µM;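 active = signal enhancement of 30% or more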;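 note: luminescence tracks abundance of the self-degrading MDM2-luciferase fusion protein; higher signal means inhibition of MDM2 E3 ligase activity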
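Assay system: mammalian cells stably expressing self-ubiquitinating, self-degrading MDM2 E3–luciferase fusion. Quantity: 2000 cells in each well. Medium: DMEM culture medium. Compound dosing: single-point 5 µM. Timing: cell settling 4 h, compound treatment 2 h, both 37 °C. Technique: luciferase luminescence. Read-out basis: percent signal gain over controls, blank-subtracted. Benchmarks: plate controls and plate blanks.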
EBV gp42 block = Epstein-Barr virus gp42 inhibitors, primary screen, biochemical, uHTS, fluorescence polarization | Fluorescence polarization binding assay, mP read-out | inhibition, % (tested at 21.74 µM) | actives 0.42% (n = 220,000) | AID 1085, 2008; in the data active = inhibition above about 50%
Runt-CBFb FRET = inhibitors of RUNX1 Runt–CBFb binding, primary screen, biochemical, FRET, Cerulean-Runt, Venus-CBFb, uHTS; Runt-related transcription factor 1 (Homo sapiens) + Core-binding factor subunit beta …; Cerulean-Runt/Venus-CBFb FRET ratio 530/480, 1 h; inhibition, % at 20 µM; actives 0.46% (n = 220,000);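 active = inhibition over about 50% at 20 µM in the single-dose screen, limit read from the data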;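 note: 0% = DMSO wells and 100% = excess unlabeled CBFb competitor control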
Target sequence (Q01196 whole entry, looked up): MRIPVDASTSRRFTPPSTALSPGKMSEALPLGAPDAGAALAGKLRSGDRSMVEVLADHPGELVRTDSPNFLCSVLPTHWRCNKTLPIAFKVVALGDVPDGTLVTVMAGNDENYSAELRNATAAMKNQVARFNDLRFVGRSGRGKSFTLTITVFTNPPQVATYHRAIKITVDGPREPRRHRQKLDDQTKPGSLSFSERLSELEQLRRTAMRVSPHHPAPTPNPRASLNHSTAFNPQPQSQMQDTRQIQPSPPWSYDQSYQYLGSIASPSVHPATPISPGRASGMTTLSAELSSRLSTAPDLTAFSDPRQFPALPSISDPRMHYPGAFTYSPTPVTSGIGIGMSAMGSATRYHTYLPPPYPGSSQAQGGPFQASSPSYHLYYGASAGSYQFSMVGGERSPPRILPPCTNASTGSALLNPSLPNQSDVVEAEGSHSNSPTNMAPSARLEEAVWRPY
Target sequence (Q13951 whole entry, looked up): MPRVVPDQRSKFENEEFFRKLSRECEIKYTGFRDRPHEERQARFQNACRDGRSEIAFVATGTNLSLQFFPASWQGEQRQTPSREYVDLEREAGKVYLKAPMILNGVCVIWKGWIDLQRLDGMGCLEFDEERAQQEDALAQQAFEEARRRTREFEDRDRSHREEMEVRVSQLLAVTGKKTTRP
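test system = Cerulean-Runt domain fusion protein, energy donor | probe or stimulus = Venus-CBFb binding partner, 100 nM | incubation = two 1 h room-temperature incubations shielded from light | detection = fluorescence energy transfer, 422 nm excitation, 530/480 nm emission | measure = loss of energy transfer signal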
Hck Nef HTS = inhibitors of Nef-activated human Hck kinase, primary screen, biochemical, Z-Lyte FRET, 384-well, Hck-YEEI; Tyrosine-protein kinase HCK (Homo sapiens), P08631; Recombinant Hck-YEEI plus Nef, Z-Lyte FRET kinase assay; inhibition, % at 20 µM; actives 0.68% (n = 220,000);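 active = Hck-Nef kinase inhibition above about 50%, limit read from the data; inactive = inhibition below that limit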;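 note: 0% = DMSO with Hck plus Nef and 100% = Hck alone without Nef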
NCF1 inh = p47phox/p22phox peptide binding inhibitors, primary screen, biochemical, uHTS, NADPH oxidase regulatory subunit; Neutrophil cytosol factor 1 (Homo sapiens), P14598; fluorescence polarization, 2 h; inhibition, % at 24.7 µM; actives 0.53% (n = 220,000); AID 1274, 2008;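 active = inhibition above about 30%, limit read from the data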;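 note: 0% = p47phox with labelled peptide and 100% = labelled peptide alone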
zVAD death inh = inhibitors of zVAD-triggered necroptosis, primary screen, L929 cells; L929 zVAD necroptosis rescue, ATP luminescence, 24 h; with zVAD 60 µM; viability rescue, % at 10 µM; actives 0.38% (n = 220,000);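 active = activation, scaled between plate controls, above about 75%, limit read from the data; inactive = activation under that limit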;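 note: 0% = zVAD with DMSO and 100% = DMSO alone without zVAD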
TbHK1 inh = Trypanosoma brucei hexokinase 1 inhibitors, primary screen, biochemical, G6PDH-coupled NADH absorbance, MLSCN library; actives 0.11% (n = 220,000); recombinant TbHK1, G6PDH-coupled NADH A340; AID 1430, 2008; inhibition, % at 10 µM; hexokinase 1 [Trypanosoma brucei];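 active = inhibition of 50% or more in the single-dose primary screen; inactive = inhibition below 50%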
Runt-SMMHC FRET = inhibitors of RUNX1 Runt–CBFb-SMMHC binding, primary screen, biochemical, FRET, Cerulean-Runt, Venus-CBFb-SMMHC, uHTS; actives 0.74% (n = 220,000); Runt-related transcription factor 1 (Homo sapiens) + Core-binding factor subunit beta …; Cerulean-Runt/Venus-CBFb-SMMHC FRET ratio 530/480, 1 h; inhibition, % at 20 µM;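 active = mean inhibition across duplicate retests at 20 µM reaching about 50%, limit read from the data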;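 note: 0% = DMSO wells and 100% = wells with excess untagged CBFb-SMMHC; inhibitors lower the FRET ratio by blocking Runt binding to CBFb-SMMHC; some results filed as inactive read as strong as hits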
Starred values were filed as active, the others as inactive; x = not tested or not shown; [ ] = another dose, or the depositor's remark.

molecule	14-3-3 Bad PPI	Mdm2 ligase inh	EBV gp42 block	Runt-CBFb FRET	Hck Nef HTS	NCF1 inh	zVAD death inh	TbHK1 inh	Runt-SMMHC FRET
O=C1C2C3C=CC(C3)C2C(=O)N1/N=C/c1cc(Br)cc([N+](=O)[O-])c1O (configuration not stated)	19	-10	-4	-3	0	-16	0.3	-7	-17
CCCCc1ccc(-n2c(Cc3cccs3)n[nH]c2=S)cc1	-10	-16	4	-1	24	-2	0.9	-7	13
CC(C)CC(C(=O)Nc1ccc2c(c1)OCCO2)N1C(=O)c2ccccc2C1=O (configuration not stated)	-8	-12	3	-3	2	-8	-0.2	6	-1
Cc1ccc(-c2nc(Nc3cccc(C)c3)sc2CC(=O)O)cc1	-3	1	-11	8	2	-5	0.4	-15	6
Cc1ccc(NC(=O)c2ccccc2)cc1	0[fluorescence artefact?]	-37	-7	0	1	-15	0.0	0	0
CC1C/C(=C/c2ccco2)C(=O)/C(=C/c2ccco2)C1 (configuration not stated)	-4	-3	-16	10	67*	-31	0.3	5	-1
Nc1[nH]nc2nc(N3CCOCC3)nc(-c3ccccc3)c12	0	-12	-3	0	67*	-5	92*	25	4
CC(C)(C)C(=O)NC(=S)Nc1ccc(C(F)(F)F)cc1	-6	-6	-18	3	7	-2	0.7	-1	0

Next part, overlapping the part above by 2 compounds.
molecule	14-3-3 Bad PPI	Mdm2 ligase inh	EBV gp42 block	Runt-CBFb FRET	Hck Nef HTS	NCF1 inh	zVAD death inh	TbHK1 inh	Runt-SMMHC FRET
Nc1[nH]nc2nc(N3CCOCC3)nc(-c3ccccc3)c12	0	-12	-3	0	67*	-5	92*	25	4
CC(C)(C)C(=O)NC(=S)Nc1ccc(C(F)(F)F)cc1	-6	-6	-18	3	7	-2	0.7	-1	0
CCN(C(=O)COC(=O)c1cccn1C)C1CCS(=O)(=O)C1 (configuration not stated)	11	-10	-2	1	0	1	0.8	-3	-3
c1ccc(-c2ccc(-c3ccccn3)nn2)nc1	7	-4	-18	8	6	-1	2.8	-4	2
COc1ccc(Cl)cc1NC(=S)N1CCN(C(=O)C2CCCO2)CC1 (configuration not stated)	-2	-11	-10	-6	-1	-9	0.2	-1	2
Cc1nnc(-c2cnn(-c3ccccc3)c2N)n1Cc1ccncc1	-5	-7	-11	14	0	-12	1.3	-3	-4
O=C1N/C(=N/S(=O)(=O)Cc2ccccc2)S/C1=C/c1ccc2c(c1)OCO2	-1	1	-21	2	28	-23	2.2	-13	-2
O=C(OCc1cncs1)c1ccccc1	-10	-22	4	-2	5	-12	0.2	0	7
COc1ccc(NC(=O)c2cc(=O)c3ccccc3o2)cn1	-9	-8	25	0	0	-6	0.2	-14	3
O=S(=O)(Cc1ccccc1Cl)NCCOc1ccccc1	-34	0	0	0	2	-1	0.7	41	-5
Cc1ccc(C(=O)Nc2ccc(C(=O)N/N=C/c3c[nH]c4ccccc34)cc2)cc1	6	x	-18	-1	0	-29	29	-7	6
CCn1c(CSc2nc3ccccc3s2)nnc1SCC(=O)c1ccc(O)c(O)c1	-10	2	26	12	1	-19	0.6	-4	-2
COc1cc(C2C(C#N)=C(N)Oc3c2oc(CO)cc3=O)cc(OC)c1OC (configuration not stated)	-4	-9	-3	-1	1	-4	0.1	8	-4
Brc1cccc(-c2nnco2)c1	1	3	-8	4	0	-4	0.1	0	-4
COC(=O)c1c(-c2ccccc2Cl)noc1-c1cnc(N)nc1C(F)(F)F	4	x	-22	-1	20	-14	0.4	-10	-6
CCCc1[nH]nc2c1C(c1cc(OC)ccc1F)C(C#N)=C(N)O2 (configuration not stated)	-12	-19	-9	-1	1	12	-0.2	3	5
N#Cc1cc([N+](=O)[O-])ccc1Oc1cccc(/C=N/NC(=O)c2ccc(Cl)cc2)c1	-10	-6	-14	3	12	-20	-0.1	-6	1
COc1cccc(C2CC(c3ccc(C)cc3)n3nc(N)nc3N2)c1 (configuration not stated)	10[fluorescence artefact?]	-22	-7	-2	0	-10	0.7	-10	3
CC(C)c1ccc(NC(=S)NN2CCOCC2)cc1	-7[fluorescence artefact?]	-14	-14	0	2	0	0.4	2	-4
Cc1ccc(Cn2cnc3ccccc32)cc1C	-9	2	7	-3	5	8	-0.3	5	-5
CC1=Nc2ncnn2C(c2ccccc2)/C1=N\O (configuration not stated)	4	-23	-16	0	2	-6	-0.2	-18	2
CCOC(=O)c1cc2c(ccn2C)n1CC(=O)N1CCN(c2cccc(C(F)(F)F)c2)CC1	5	-77	8	4	1	-14	-0.3	-4	-35
CCc1ccc(-n2nc3ccc(NC(=O)c4ccc5c(c4)OCO5)cc3n2)cc1	11	5	0	-4	-2	-2	-0.1	-20	-6
CC(=O)C1=C(C)NC(=O)NC1c1cccc(O)c1 (configuration not stated)	-10	6	-14	0	3	5	-0.7	-6	-4
O=C1c2nc3ccccn3c2C(=O)N1Cc1ccccc1	14[fluorescence artefact?]	-12	14	-1	2	-40	0.3	-2	-8
CC(NC(=O)c1cc2sccc2n1C)c1ccc2c(c1)OCCO2 (configuration not stated)	23	-12	-15	1	1	-17	1.5	6	2
Cc1cc(C)nc(SCCN(C)C)n1	-13	-6	-12	-4	21	2	0.2	-1	-6
O=S(=O)(c1ccc(-n2cnnn2)cc1)N1CCC(N2CCCCC2)CC1	2	2	-6	0	5	-9	0.4	-5	2
CCCC(=O)NNC(=O)CCC(=O)NCc1ccccc1	-6[fluorescence artefact?]	5	-3	0	2	-3	0.2	-4	-1
Cc1oc(-c2ccccc2F)nc1CS(=O)(=O)CC(=O)NCCCN(C)C1CCCCC1	-2	-7	11	-1	2	1	-0.3	33	-8
COc1ccc2cc3c(N)nn(C(=O)Cc4ccc(Cl)cc4)c3nc2c1	28[fluorescence artefact?]	-7	-19	-6	0	-6	0.1	-21	1
Cc1cc(C(=O)N2CCC(C(F)(F)F)n3nccc32)on1 (configuration not stated)	-3	-15	-22	-2	0	-10	0.4	-1	-6
CCOC(=O)c1ccc(NC(=O)CN2C(=O)CNC2=O)cc1	-5	-19	-8	-3	5	-7	0.1	6	3
Cc1onc(-c2c(F)cccc2Cl)c1C(=O)OCC(=O)NC(N)=O	-6	-4	-33	0	26	0	1.3	-1	-4
O=C(C1Cc2ccccc2CN1S(=O)(=O)c1cccs1)N1CCCCCC1 (configuration not stated)	1[fluorescence artefact?]	1	-11	-1	-1	3	-0.2	2	2
CC1CCC/C(=C\Nc2ccc3c(c2)OCO3)C1=O (configuration not stated)	9	-28	-22	5	1	-6	-0.4	-11	-6
C=CCc1c(C)nc(SC)nc1Nc1ccc(C(=O)O)cc1	29	-10	-5	2	8	-8	-0.7	-4	4
CCC1(CC)Cc2ccccc2-c2nc(NCCCO)[nH]c(=O)c21	23	0	-13	0	21	-9	12	-11	1
CSc1ccc(Cl)c(C(=O)OCC(=O)NC2CC2)c1	-2	-7	-15	1	0	7	-0.2	-8	-2
CCc1sc(-c2ccccc2)nc1C(=O)OC	-2	-8	-11	-1	5	5	-0.7	-3	-1
CCCCCC[n+]1c(-c2ccccc2)csc1Nc1ccccc1	11	-2	-19	-1	2	5	-0.5	9	2
CCOC(=O)C1C(=O)NC(N2CCN(c3ccccc3)CC2)=NC1c1ccco1 (configuration not stated)	-15[fluorescence artefact?]	-14	2	1	3	-6	0.1	-3	0
COc1ccc2nc(NCCNC(=S)NCCCN3CCOCC3)c(C#N)cc2c1	-10	-12	-11	3	18	-4	2.3	-3	93*
CCOc1cc(C(=O)NC(=S)Nc2ccc(Cl)c(C(=O)O)c2)cc(OCC)c1OCC	-7	-8	-8	5	9	-15	2.3	-16	4
Cn1c(NCc2ccco2)nc2c1c(=O)n(Cc1ccc(Cl)cc1)c(=O)n2C	-5	4	16	2	0	-10	0.1	-7	-2
CNc1ccccc1C(C)(C)c1cc(-c2cc(C)cc(C)c2)no1	4[fluorescence artefact?]	-9	-15	0	5	-6	0.0	-6	5
O=C(COc1ccc2ccccc2c1)N1CCN(C(=O)c2ccco2)CC1	-4	-7	-5	0	1	-3	0.0	-7	-2
O=C(Cc1ccc(Br)cc1)Nc1ncc([N+](=O)[O-])s1	12	-11	8	6	13	-12	0.1	4	-2
COc1ccc(N(C(=O)c2ccco2)S(=O)(=O)c2cc(OC)ccc2OC)cc1	-2	2	-19	0	0	-7	-0.9	-3	-1
CCOC(=O)c1sc(NC(=O)c2cncc(Br)c2)nc1C	-5[fluorescence artefact?]	-23	-17	-1	10	-8	-0.3	-13	4
COc1ccc(CCNC(=O)C2CC(c3ccccc3F)=NO2)cc1 (configuration not stated)	-11	7	-2	0	26	-12	-0.3	4	0
O=C(c1ccc2c(=O)n(-c3ccccc3)c(=O)[nH]c2c1)N1CCN(c2ccc(F)cc2)CC1	7	-18	5	-2	1	-12	0.8	-4	2
CCOc1c(Br)cc(CNc2ccc3c(c2)OCCO3)cc1OC	1[fluorescence artefact?]	-48	-9	4	7	-19	-1.2	1	-2
O=C(CSc1cccc[n+]1[O-])NCC1CCCCC1	3	-11	3	-1	-4	-7	1.1	11	0
O=C(COc1ccccc1-c1ccccc1)NCCN1C(=O)S/C(=C\c2cccnc2)C1=O	5	-6	-15	-8	3	-5	-0.9	-11	-8
O=c1oc(-c2ccccc2)nc2c1C1(CCCCC1)Cc1ccccc1-2	-5	-17	-2	2	-2	-10	0.6	-3	0
COc1ccc(CCNC(=O)c2c(O)c3c([nH]c2=O)CCCC3)cc1	0	-22	1	-2	1	4	7.0	-5	0
O=C(c1ccccn1)N(CC1CCCO1)C1(C(=O)NC2CCCCC2)CCCCC1 (configuration not stated)	13[fluorescence artefact?]	-10	9	-1	-2	-2	-0.4	-2	3
CCOC(=O)CSc1nc2ccccc2c(=O)n1NC(=O)c1ccccc1	9	-32	9	0	10	13	0.0	0	-1
